TIM10 inh: growth inhibitors of TIM10 yeast strain; S. cerevisiae TIM10 strain growth, BacTiter-Glo luminescence, 24 h; inhibition, % at 10 µM; hit rate 1.4% among 330,000; AID 463195;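 active = inhibition of 40% or more at the single tested concentration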;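 also: wild-type TIM10 isogenic control strain grown at permissive 25 °C; 0% = DMSO yeast wells and 100% = minimal medium wells without yeast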
NLRP3 yeast inh: blocks the NALP3 inflammasome reconstituted in yeast; Yeast reconstituted NLRP3/ASC/caspase-1, beta-gal luminescence, 24 h; inhibition, % at 10 µM; hit rate 0.39% among 330,000;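 active = inhibition of 50% or more; inactive = inhibition below 50%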;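 also: plate controls were induced DMSO wells for no effect and uninduced yeast grown without galactose for full effect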
tim23-1 inh: inhibits growth of tim23-1 mutant yeast | S. cerevisiae tim23-1 growth, BacTiter-Glo luminescence, 24 h | inhibition, % at 20 µM | hit rate 1.3% among 330,000 | AID 463212;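 active = growth inhibition of the mutant yeast at or above 50%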;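 also: temperature-sensitive mutant grown at 25 °C; plate controls were DMSO-treated mutant yeast for no effect and medium wells lacking yeast for full effect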
GRIN3A LBD mod: modulates the human NR3A ligand-binding domain; AID 1259313; Tm shift relative to glycine control, % at 25 µM; hit rate 2.5% among 340,000; NR3A LBD differential scanning fluorimetry, Tm shift; 0% = protein alone, 100% = glycine-bound protein;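 active = melting temperature shift of at least 10% of the positive control shift, at one fixed dose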
Mdm2-MdmX inh: human Mdm2/MdmX binding inhibition | hit rate 3% among 330,000 | AID 485346 | inhibition, % at 8 µM | SaOS-2 split-luciferase Mdm2/MdmX complementation, luminescence;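 active = inhibition of at least 50% at 8 µM in the primary screen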
Target sequence (O15151 whole entry, looked up): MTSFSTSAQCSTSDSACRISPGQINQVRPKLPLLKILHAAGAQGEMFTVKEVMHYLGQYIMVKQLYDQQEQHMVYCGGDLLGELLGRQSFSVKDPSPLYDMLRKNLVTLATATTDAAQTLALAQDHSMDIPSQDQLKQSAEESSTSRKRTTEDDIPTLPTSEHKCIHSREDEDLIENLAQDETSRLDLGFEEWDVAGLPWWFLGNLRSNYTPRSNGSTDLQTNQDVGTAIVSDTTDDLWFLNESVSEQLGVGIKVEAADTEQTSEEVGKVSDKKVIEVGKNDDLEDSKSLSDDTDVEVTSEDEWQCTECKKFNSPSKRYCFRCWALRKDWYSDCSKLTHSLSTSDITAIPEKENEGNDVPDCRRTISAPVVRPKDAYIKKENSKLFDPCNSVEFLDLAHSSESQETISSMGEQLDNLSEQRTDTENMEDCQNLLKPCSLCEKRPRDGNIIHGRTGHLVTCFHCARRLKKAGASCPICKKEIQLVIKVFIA
Target sequence (Q00987 whole entry, looked up): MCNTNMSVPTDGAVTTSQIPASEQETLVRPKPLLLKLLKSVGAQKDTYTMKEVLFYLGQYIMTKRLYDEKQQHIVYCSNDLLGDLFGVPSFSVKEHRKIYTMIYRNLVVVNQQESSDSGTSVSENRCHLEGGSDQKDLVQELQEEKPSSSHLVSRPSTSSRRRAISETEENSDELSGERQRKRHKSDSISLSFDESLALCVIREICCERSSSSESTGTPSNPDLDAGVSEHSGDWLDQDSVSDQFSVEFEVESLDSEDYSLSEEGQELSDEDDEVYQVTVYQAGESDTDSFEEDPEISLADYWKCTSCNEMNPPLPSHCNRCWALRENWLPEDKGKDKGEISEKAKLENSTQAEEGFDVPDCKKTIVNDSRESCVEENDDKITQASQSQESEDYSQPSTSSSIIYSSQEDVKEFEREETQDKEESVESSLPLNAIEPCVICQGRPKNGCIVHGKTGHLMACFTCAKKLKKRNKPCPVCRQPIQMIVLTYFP
XBP1 UPR activ: adaptive UPR (XBP1) activation. CHO-XBP1 luciferase reporter, IRE1-XBP1 UPR activation, luminescence; percent of tunicamycin response, DMSO as zero. activation, % at 20 µM. hit rate 0.33% among 330,000. AID 463104;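 active = versus positive control, 20 µM dose yields 30% or more activation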;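 also: 100% = tunicamycin at 10 µg/mL and 0% = DMSO only wells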
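Material: CHO-XBP1 cells stably carrying IRE1-XBP1-driven luciferase reporter | Medium: F12 with 10% serum | Compound dosing: 20 µM single concentration, DMSO 1% | Incubation: Overnight seeding at 37 °C, 6 h compound treatment at 37 °C | Detection: Steady-Glo luminescence read | Read-out basis: % activation of reporter signal versus tunicamycin and DMSO controls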
tim10-1 inh: inhibits growth of tim10-1 mutant yeast | AID 463190 | S. cerevisiae tim10-1 ts strain growth, BacTiter-Glo, 24 h | inhibition, % at 20 µM | hit rate 2.2% among 330,000;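 active = inhibition of at least 40%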;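 also: mutant grown at 25 °C; 0% = DMSO wells with yeast and 100% = wells holding no yeast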
APJ agonist: agonists of human APJ apelin receptor; P35414; CHO-K1 APJ PathHunter beta-arrestin, luminescence; 0% DMSO wells, 100% apelin; activation, % at 20 µM; hit rate 0.11% among 330,000; AID 2520;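 active = activation more than six SD over the plate average, tested at 20 µM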;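 also: 0% = DMSO alone and 100% = apelin-13 at 10 nM; some results filed as inactive read as strong as hits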
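assay system = CHO-K1 APJ beta-arrestin complementation cell line | input = cell density 1000 per well | dosing = compound 20 µM once, DMSO 1% | timing = compound 90 min 25 °C, reagent 1 h | measured by = luminescence from split beta-galactosidase complementation, Galacton Star/Emerald II substrate | read-out basis = APJ agonist activity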
UPR CHOP act: activators of apoptotic arm of unfolded protein response (CHOP); CHO-CHOP luciferase reporter, UPR activation, luminescence; percent of tunicamycin response over DMSO baseline; activation, % at 10 µM; hit rate 0.34% among 330,000; AID 449763;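 active = at 10 µM dose, activation of 40% or more, normalized to positive control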;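 also: 100% = tunicamycin at 10 µg/mL and 0% = DMSO alone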
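Assay system: CHO-CHOP cells, stable luciferase reporter of PERK-eIF2a-CHOP signalling / Buffer or medium: F12 plus 10% serum / Compound dosing: one dose, 10 µM in 0.5% DMSO / Times: 6 h compound treatment, 37 °C / Technique: luciferase luminescence / Read-out: % reporter activation, DMSO baseline versus tunicamycin full activation / Benchmarks: tunicamycin and DMSO controls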
The depositor's hits bear a star.

Every second line gives: TIM10 inh, NLRP3 yeast inh, tim23-1 inh, GRIN3A LBD mod, Mdm2-MdmX inh, XBP1 UPR activ, tim10-1 inh, APJ agonist, UPR CHOP act
#1 CCN(CC)C(=O)CSc1nnc(-c2c[nH]c3ccccc23)o1
  -7, -1, 7, 0, 0, 2, 4, 0, 1.6
#2 Cc1nnc(SCC(=O)N2c3ccccc3Sc3ccccc32)n1N
  1, 0, 2, -1, 7, -2, 1, -2, -0.2
#3 COc1ccc(OC)c(C2C(C(=O)c3ccc(C)o3)=C(O)C(=O)N2CCCN2CCOCC2)c1 (stereo not drawn)
  -6, 5, 8, 0, -10, -1, -3, 6, -1.6
#4 Cc1ccccc1NC(=O)CCC(=O)OCC(=O)c1ccc(-c2ccccc2)cc1
  18, 0, 13, -4, -20, 0, 18, -6, 1.8
#5 COc1ccc2c(C(=O)NCCCCO)c(-c3ccc(S(C)(=O)=O)cc3)sc2c1
  -6, 2, 5, -1, -34, -3, 12, -1, 0.4
#6 COc1cccc(NC(=O)CSc2nnc3c(n2)[nH]c2ccc(C)cc23)c1
  13, 16, -5, 0, 6, -1, -23, -1, 0.0
#7 COc1ccc(C)cc1S(=O)(=O)Nc1cc(Cl)ccc1Cl
  9, -8, 35, -14, 7, -2, 15, 0, 0.5
#8 COc1cccc(CN2CCN(Cc3cccc(Oc4ccccc4)c3)CC2)c1OC
  -11, 25, 5, 1, 0, -1, 15, 1, -1.1
#9 COC(=O)C(CO)NC(=O)C1CCCN1C(=O)CNC(=O)OCc1ccccc1 (stereo not drawn)
  5, -2, 17, 0, 5, 2, -3, -5, 0.8
#10 Cc1cc(NC(=O)c2ccccc2F)nc2c1c(=O)oc1ccccc12
  23, 11, 31, -6, 24, -1, 21, -4, -0.3
#11 COc1ccccc1CN1CC(C(=O)N2CCN(c3ccc(F)cc3)CC2)CC1=O (stereo not drawn)
  0, -12, 2, 0, 8, -1, 10, 2, -1.6
#12 Cc1ccc(NS(=O)(=O)c2ccc(N/N=C/c3ccccc3OCC(=O)O)c([N+](=O)[O-])c2)c(C)c1
  13, 22, 23, 4, -24, -3, 9, -3, 0.4
#13 CC(NC(=O)Cc1ccsc1)c1ccc(Cl)cc1Cl (stereo not drawn)
  17, 32, 13, 0, 26, 2, 19, -2, 2.2
#14 CCOC(=O)c1sc(NC(=O)CSc2nccn2C)nc1C
  4, 21, 19, 13*, 3, 4, 22, 3, 4.9
#15 O=C(N=C1SC2CS(=O)(=O)CC2N1Cc1ccccc1Cl)C1CC1 (stereo not drawn)
  3, 13, 2, -1, -10, 0, -8, -2, -0.9
#16 C=CCC1CCCC(=O)N2CC[C@H](O)C12 (stereo partly drawn)
  -7, 0, 2, -4, 16, 1, 2, 7, -0.7
#17 Cn1nnnc1SCC(=O)NC1CCCC1
  -3, 4, 1, 0, 17, 1, -10, 4, 4.8
#18 OCCN1CN=C(Nc2nc3ccccc3o2)NC1
  -1, 12, 18, -1, -28, 0, 13, 3, -1.5
#19 O=C(COC(=O)C12CC3CC(CC(Br)(C3)C1)C2)Nc1cccnc1Cl
  -24, 13, 35, 1, 7, -3, 15, 0, -0.5
#20 COc1ccc(Cl)cc1NS(=O)(=O)c1cccc(C(=O)NCCCN2CCCC2=O)c1
  4, 8, 4, 1, 1, -4, 3, 0, 0.3
#21 CCCC(=O)N1CCN(c2ccc([N+](=O)[O-])c(NC(C)c3ccccc3)c2)CC1 (stereo not drawn)
  26, 20, 11, 6, 23, 5, 21, -2, 0.3
#22 CCOc1ccccc1NC(=O)CSc1nc(=O)n(CCN2CCOCC2)c2c1CCCC2
  10, 11, -6, 0, 13, -3, 4, -5, 1.2
#23 Cc1cc(C)c(S(=O)(=O)Cc2ccc(Cl)cc2)c(=O)[nH]1
  1, 1, 8, 0, -1, 0, -5, -2, -1.8
#24 CCOP(=O)(OCC)C(C#N)=C1SCN(c2ccccc2)CS1
  0, 6, 2, -2, -19, 0, 16, -3, 4.4
#25 CCOC(=O)c1sc(=NC(=O)C2CC2)n(C)c1C
  4, 14, 12, -1, -11, -3, 14, -1, 2.6
#26 Cc1cc(=O)oc(C)c1C(=O)N1CCCCC1
  12, 12, 16, -2, -2, -3, 10, 7, -3.5
#27 Cc1cccc(-n2c(C)nc3sccc3c2=O)c1
  3, 12, 14, 1, -8, 4, 22, -1, 0.2
#28 CC(=O)c1sc2nc(=O)c(C)nn2c1C
  -9, 5, 2, 0, -8, 1, -8, -1, 0.4
#29 O=C(CN(CCc1ccccc1)C(=O)c1csnn1)NC1CCCC1
  1, 3, 6, 1, -4, 0, 11, -3, 2.6
#30 Cc1nn(-c2cccc(Cl)c2)c2c1C(c1cccnc1)C(C#N)=C(N)O2 (stereo not drawn)
  21, 5, 15, 1, 3, 0, 41*, -7, 0.3

Part of the list above, limited to Mdm2-MdmX inh and TIM10 inh.
| nr | Structure | Mdm2-MdmX inh | TIM10 inh |
| --- | --- | --- | --- |
| 10 | Cc1cc(NC(=O)c2ccccc2F)nc2c1c(=O)oc1ccccc12 | 24 | 23 |
| 11 | COc1ccccc1CN1CC(C(=O)N2CCN(c3ccc(F)cc3)CC2)CC1=O (stereo not drawn) | 8 | 0 |

Later entries
Every second line gives: TIM10 inh, NLRP3 yeast inh, tim23-1 inh, GRIN3A LBD mod, Mdm2-MdmX inh, XBP1 UPR activ, tim10-1 inh, APJ agonist, UPR CHOP act
#31 O=c1[nH][nH]c(-c2ccccc2)c1C=Nc1ccc(OC(F)(F)F)cc1
  41*, 8, 47, 0, 9, -3, 42*, -1, 0.4
#32 Cc1nonc1NC(=O)Nc1cccnc1
  5, -5, 7, 1, -13, -1, 1, 2, 0.2
#33 NC(=S)NNC(=O)Nc1cccc(Cl)c1
  3, 6, 5, -1, -14, -3, -2, -4, 1.2
#34 CCOc1ccc(N2C(=O)c3cccnc3C2Nc2ccc(OC)cc2)cc1 (stereo not drawn)
  1, 22, 16, 0, 2, -3, 11, -2, 0.5
#35 Cc1cc(Cl)ccc1OCC(=O)Nc1nc(-c2cccs2)cs1
  43*, 14, 22, 1, -22, 0, 49*, 0, 0.5
#36 CCN(CC)c1ccc2nc3c4ccccc4c(=O)cc-3oc2c1
  15, 25, 32, 1, 46, -8, 23, -2, -1.0
#37 CC(Sc1nnc(-c2ccco2)n1C)C(=O)NC1CCCC1 (stereo not drawn)
  -1, 8, -5, 5, 17, -4, -4, -3, -0.6
#38 ClC(Cl)(Cl)c1nc(N/N=C/c2ccncc2)c2ccccc2n1
  2, -13, -25, -7, 28, -2, 7, 0, 2.2
#39 CN(C)c1cccc(NC(=O)c2ccco2)c1
  9, 19, 32, 2, 7, 2, 10, -3, 1.6
#40 COC(=O)Cc1c(C(=O)OC)nnn1-c1ccc(OC)cc1
  9, -1, -8, -1, -28, -2, 18, -3, -1.5
#41 CCOC(=O)C1CCN(C(=O)CN(c2ccc(Oc3ccccc3)cc2)S(C)(=O)=O)CC1
  23, 1, 19, 1, -6, -1, 25, 2, 0.2
#42 O=C(CN1C(=O)CCC1=O)Nc1cccc(NC(=O)CN2C(=O)CCC2=O)c1
  7, 28, 21, -2, 18, -1, 7, -3, 1.6
#43 O=C(NCCCO)c1ccc2[nH]c3ccccc3c2c1
  -8, 5, 4, -1, 20, 1, 1, -1, -3.2
#44 O=C(COC(=O)c1cc[n+]([O-])cc1)Nc1ccc([N+](=O)[O-])cc1C(F)(F)F
  7, 23, 13, 1, 28, -1, 5, 11, 1.0
#45 COc1ccc(Cn2nc(-c3ccccc3)c(N3CCCCC3)cc2=O)cc1
  8, 25, 25, -4, 6, -1, -3, -4, -2.8
#46 COC(=O)c1ccc(C2c3[nH]c4ccccc4c3C[C@H]3C(=O)N(C4CC4)CC(=O)N23)cc1 (stereo partly drawn)
  0, 20, 16, -1, -1, -7, 10, 1, -2.5
#47 O=C(CSC(=S)N1CCCC1)NCC(=O)Nc1ccc(F)c(F)c1
  13, 8, 12, 8, -12, -3, 12, -4, 1.5
#48 COc1ccc(C(=O)NCC(c2ccc(F)cc2)N2CCOCC2)cc1S(=O)(=O)N1CCCC1 (stereo not drawn)
  -5, 14, 5, 1, 12, -1, 7, -2, -1.7
#49 O=C(Nc1ccc(Cl)cc1)N(C1=NCCC1)c1ccc(OC(F)F)cc1
  23, 12, 20, 23*, 0, 4, 21, -3, 0.8
#50 O=C(NCc1ccc(Cl)cc1)c1cc(-c2ccco2)on1
  -3, 5, 13, -1, -21, 0, -4, -3, 3.6
#51 Cc1ccc(Nc2nnc(-c3ccncc3)s2)c(Br)c1
  19, 43, 46, -11, 12, 1, 7, -2, 1.5
#52 CC(=O)c1cccc(NC(=O)CCC(=O)Oc2ccc(C)cc2)c1
  -18, 23, 6, 2, 17, -8, 15, 1, 1.5
#53 O=C(CN(c1ccc(F)cc1)S(=O)(=O)c1ccc2c(c1)OCCO2)NCC1CCCO1 (stereo not drawn)
  12, -10, 23, -1, -32, -1, 15, 1, 2.4
#54 Cc1ccccc1CS(=O)(=O)c1nnc([C@H](CC(C)C)NC(=O)OC(C)(C)C)o1
  57*, 17, 39, 1, 75*, -6, 65*, -1, -9.1
#55 CCOC(=O)C1=NOC(CNc2ncc(C(F)(F)F)cc2Cl)C1 (stereo not drawn)
  3, -7, 15, -1, 14, 0, 25, -2, 2.6
#56 COc1cccc(N2CCN(C(=O)C3C4C=CC5(CN(Cc6ccccc6Cl)C(=O)C35)O4)CC2)c1 (stereo not drawn)
  3, 4, 10, 0, 12, -1, 11, -4, 1.1
#57 CCOC(=O)N/N=C/c1ccc(OC)c(O)c1
  11, 18, 11, -2, -17, 0, 2, -3, 1.1
#58 CCCCCCCN1CCN=C1Nc1ccccc1
  -2, 18, 4, 1, 16, 2, -9, 0, -0.9
#59 COc1ccc(C(=O)Nc2ccc(S(=O)(=O)N3CCc4ccccc43)cc2)cc1
  35, 17, 16, 5, 3, 3, 39, 2, 3.9

Assay outcomes: PubChem, Sanford-Burnham Center for Chemical Genomics
